TDP1 cell CPT = DT40-hTDP1 cell growth loss with CPT; actives 12% (n = 420,000); Potency, µM (doses to about 46.2 µM), without a hit: at the highest dose activity change, negative = growth inhibition, most hits filed as inhibitors; AID 686979; chicken DT40 Tdp1-/-;hTDP1 cells + 20 nM CPT, ATP luminescence, 48 h; note: nearly all actives have a fitted effect of over 55% in size
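Chicken DT40 Tdp1-/- cells complemented with human TDP1, 400 cells/well, exposed to compounds plus 20 nM camptothecin for at least 48 h at 37 C; viability read as ATP content by CellTiter-Glo luminescence.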
KAT2A inh = GCN5L2 (KAT2A) acetyltransferase inhibition | Q92830 | GCN5L2 HAT assay, ThioGlo1 CoA-SH fluorescence | Potency, µM (titrated, usually from 58.9 µM), for inactives: top-dose activity change, negative = inhibition, hits mostly inhibitors | actives 0.21% (n = 390,000)
Target sequence (Q92830 whole entry, looked up): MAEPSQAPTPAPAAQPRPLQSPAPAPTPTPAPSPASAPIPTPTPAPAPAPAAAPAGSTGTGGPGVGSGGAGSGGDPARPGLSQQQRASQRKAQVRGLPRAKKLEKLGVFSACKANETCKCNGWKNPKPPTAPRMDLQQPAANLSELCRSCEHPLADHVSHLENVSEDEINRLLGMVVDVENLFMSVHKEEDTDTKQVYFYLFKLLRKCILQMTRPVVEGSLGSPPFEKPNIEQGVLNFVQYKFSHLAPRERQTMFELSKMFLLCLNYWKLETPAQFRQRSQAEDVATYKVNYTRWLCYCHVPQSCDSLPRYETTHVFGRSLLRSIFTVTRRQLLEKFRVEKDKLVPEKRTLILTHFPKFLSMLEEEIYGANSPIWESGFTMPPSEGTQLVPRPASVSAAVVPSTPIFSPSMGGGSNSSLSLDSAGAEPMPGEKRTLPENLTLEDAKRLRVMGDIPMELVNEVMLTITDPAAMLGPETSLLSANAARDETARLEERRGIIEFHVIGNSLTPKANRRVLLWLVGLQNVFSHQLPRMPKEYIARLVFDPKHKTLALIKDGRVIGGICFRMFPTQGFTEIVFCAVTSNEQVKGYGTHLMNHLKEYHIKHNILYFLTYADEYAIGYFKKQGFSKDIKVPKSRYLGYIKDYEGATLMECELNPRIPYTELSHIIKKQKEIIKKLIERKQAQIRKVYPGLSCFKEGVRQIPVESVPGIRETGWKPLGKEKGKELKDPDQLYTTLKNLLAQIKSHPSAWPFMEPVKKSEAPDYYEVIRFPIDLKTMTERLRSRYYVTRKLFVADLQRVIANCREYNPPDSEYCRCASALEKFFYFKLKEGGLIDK
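Fluorescence readout, Ex340nm/Em540nm: ThioGlo1 (50uM final) reacts with free CoA thiol released as 20nM GCN5L2 acetylates H3(1-25) peptide (75uM) using acetyl-CoA (70uM). Compound and enzyme sat 15 min beforehand; 20 min room-temperature reaction.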
TDP1 cell noCPT = qHTS for Inhibitors of human tyrosyl-DNA phosphodiesterase 1 (TDP1): qHTS in cells in absence of CPT; actives 15% (n = 420,000); Potency, µM (titrated, usually from 46.2 µM), for inactives: at the highest dose activity change, negative = growth inhibition, hits mostly inhibitors; DT40 Tdp1-/- hTDP1 cells, no CPT, ATP luminescence, 48 h; AID 686978, 2013; note: nearly all actives have a fitted effect of over 55% in size
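Seeded 400 DT40-hTDP1 cells/well (vehicle DMSO, no 20 nM CPT); pinned compounds; ≥48 hr at 37 °C; CellTiter-Glo luminescence as viability measure.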
* hit, by the source's call; ? = inconclusive; nt = no result given; & = joins results of further samples; [ ] = dose if it differs, or a comment. Calls come from the whole dose curve; as a rule, active = well fitted curve in the direction sought with a large enough effect; inconclusive = small, poorly fitted or top-dose-only effect, or another doubt; inactive = no such curve, though single readings can be large; an effect the other way counts as inactive or inconclusive. % is set by controls: 0 for no effect and ±100 for the full control effect; potency is the fitted concentration of half-maximal effect.

SMILES	TDP1 cell CPT	KAT2A inh	TDP1 cell noCPT
COc1ccc(N=C2SC(C(=O)Nc3ccc(C(=O)O)cc3)CC(=O)N2Cc2cccs2)cc1 (centres undefined)	10%	2%	13%
CCOC(=O)CCCCN(Cc1ccccc1F)S(=O)(=O)c1ccc(F)c(C(=O)Nc2cc(Cl)cc(Cl)c2)c1	?	-18%	?
COCCNC(=S)N(CCc1c(C)[nH]c2ccccc12)Cc1cccnc1	-16%	-17%	?
Cc1ccc2nc(SCC(=O)NC3CCS(=O)(=O)C3)[nH]c2c1 (centres undefined)	4%	0%	3%
COc1ccc2c(c1)OC[C@H]1[C@H]2N2C(=O)CN(C)C(=O)[C@@]2(C)[C@H]1c1ccccc1	?	-7%	-18%
CSc1ccc(/C=C(\C(=O)O)c2ccc(S(=O)(=O)N3CCCCC3)s2)cc1	-7%	-7%	-10%
COc1cccc(N(CC(=O)NCc2cccnc2)S(C)(=O)=O)c1	-12%	-12%	-7%
CC(=O)c1ccc(NC(=S)N2CCN(C(=S)Nc3ccc(C(C)=O)cc3)C(C)C2)cc1 (centres undefined)	-4%	-16%	?
O=C(COc1cc(F)ccc1[N+](=O)[O-])NCCN1C(=O)CSC1=O	8%	-5%	12%
CC(C)Oc1ccc(-c2nc(-c3cccnc3)no2)cc1	?	nt	?
CCN(CC)CCCNC(=O)c1cn(CC)c2ccc(S(=O)(=O)N3CCC(C)CC3)cc2c1=O	1%	1%	?
COC(=O)C1=C(C)N(Cc2ccccc2)C(=O)N[C@H]1c1cccc(C(F)(F)F)c1	?	16%	?
CC(C)(C)OC(=O)NCCCC[C@H](NC(=O)c1[nH]cnc1C(=O)Nc1ccc(CNC(=O)OC(C)(C)C)cc1)C(=O)OC(C)(C)C	5.8µM*	-5%	4.6µM*
Cc1ccc(NC(=O)CSc2nnc3c(n2)[nH]c2ccccc23)cc1	3%	-3%	8%
O=C(NC1CCCC1)C(c1cccnc1)N(Cc1ccc(F)cc1)C(=O)c1csnn1 (centres undefined)	6%	-4%	0%
Cc1ccc2c(c1)N(C(=O)CCC(=O)NCCN1CCOCC1)CCO2	1%	-3%	-6%
CCc1ccccc1N1C(=O)N(C)c2ccccc2S1(=O)=O	-21%	0%	?
CSc1ccccc1C(=O)Nc1ncn[nH]1	-22%	35µM*	-20%
COC(=O)c1ccc(S(=O)(=O)NCc2ccco2)n1C	15%	-14%	-27%
Cc1cc(NC(=O)Nc2nnc(N(C)Cc3ccccc3)s2)ccc1Br	?	-8%	?

Individual results from above.
COC(=O)C1=C(C)N(Cc2ccccc2)C(=O)N[C@H]1c1cccc(C(F)(F)F)c1 | KAT2A inh: 16%
Cc1ccc(NC(=O)CSc2nnc3c(n2)[nH]c2ccccc23)cc1 | TDP1 cell noCPT: 8%
O=C(COc1cc(F)ccc1[N+](=O)[O-])NCCN1C(=O)CSC1=O | TDP1 cell CPT: 8%
Cc1cc(NC(=O)Nc2nnc(N(C)Cc3ccccc3)s2)ccc1Br | KAT2A inh: -8%
COc1ccc(N=C2SC(C(=O)Nc3ccc(C(=O)O)cc3)CC(=O)N2Cc2cccs2)cc1 (centres undefined) | TDP1 cell CPT: 10%

Not a retest: 4 of the compounds above.
SMILES	TDP1 cell CPT	KAT2A inh	TDP1 cell noCPT
COc1ccc(N=C2SC(C(=O)Nc3ccc(C(=O)O)cc3)CC(=O)N2Cc2cccs2)cc1 (centres undefined)	10%	2%	13%
CCOC(=O)CCCCN(Cc1ccccc1F)S(=O)(=O)c1ccc(F)c(C(=O)Nc2cc(Cl)cc(Cl)c2)c1	?	-18%	?
COCCNC(=S)N(CCc1c(C)[nH]c2ccccc12)Cc1cccnc1	-16%	-17%	?
Cc1ccc2nc(SCC(=O)NC3CCS(=O)(=O)C3)[nH]c2c1 (centres undefined)	4%	0%	3%

(list continues)
SMILES	TDP1 cell CPT	KAT2A inh	TDP1 cell noCPT
Cc1cccc(NC(=O)COC(=O)CN2C(=O)c3ccccc3C2=O)c1	1%	nt	2%
CC1C(=NO)C(C)C(c2ccccc2)NC1c1ccccc1 (centres undefined)	-10%	-8%	-17%
Cc1ccc2c(c1)c1c3n2CCN(CCC#N)C3CCC1 (centres undefined)	?	nt	-12%
O=C(c1cccc(C(F)(F)F)c1)N1CCN(S(=O)(=O)c2ccc(Cl)s2)CC1	-18%	-15%	?
OC(c1cccc(CN2CCCCC2)c1)c1ncc(-c2cccc3ccccc23)[nH]1 (centres undefined)	?	nt	?
O=C(O)c1cc(O)ccc1NC(=O)C(c1ccccc1)c1ccccc1	5%	-2%	30%[activator]
COc1ccc(-c2nc(CN3CCC(C(=O)NC4CC4)CC3)c(C)o2)cc1OC	7%	-4%	23%
O=C(CNC(=O)c1ccco1)N/N=C/c1ccc(C(=O)O)cc1	3%	1%	-10%
COC(=O)C1=C(C)NC(C)=C(C(=O)OC)C1c1cc2cc(C)ccc2[nH]c1=O	-19%	-4%	-25%
OCC(O)C1OC(Nc2ccc(Cl)cc2)C(O)C1O (centres undefined)	8%	-6%	-3%
CCC(Oc1ccc(F)cc1)C(=O)Nc1c(C(=O)c2ccc(C)cc2)oc2ccccc12 (centres undefined)	-10%	-4%	-23%
O=c1c(Cl)c(N2CCCCC2)cnn1-c1nc2ccccc2[nH]1	?	-20%	21µM*
COc1ccc(S(=O)(=O)N2CCC(Cc3ccccc3)CC2)cc1C(N)=O	-22%	-2%	?
CC(C)c1cc(N2CCOCC2)n2ncc(-c3ccccc3)c2n1	0%	-8%	?
Cc1nc2cc(-n3ccc(=O)cc3)ccc2n1-c1ccccc1	0%	-1%	1%
CC1CCN(S(=O)(=O)c2ccc3c(c2)N(CC(=O)NCCN2C(C)CCCC2C)C(=O)CS3)CC1 (centres undefined)	-21%	0%	6%
CCOC(=O)C1=C(C)N=c2sc(=C(C)C)c(=O)n2C1c1ccc(N(C)C)cc1 (centres undefined)	-15%	nt	?
CC(=O)Nc1ccc(Nc2cc(C)nc3c(-c4ccc(Cl)cc4)cnn23)cc1	18µM*	-6%	23µM*
CC(C)Oc1cc(NC(=O)CS(=O)CC(=O)N(C)C)c(Cl)cc1Cl (centres undefined)	-1%	2%	-12%
COc1ccc(NS(=O)(=O)c2cccc(NC(=O)CCC(=O)c3cccs3)c2)cc1	-29%	-3%	-16%

Filtered by structure, those above containing a CF3 group
SMILES	TDP1 cell CPT	KAT2A inh	TDP1 cell noCPT
COC(=O)C1=C(C)N(Cc2ccccc2)C(=O)N[C@H]1c1cccc(C(F)(F)F)c1	?	16%	?
O=C(c1cccc(C(F)(F)F)c1)N1CCN(S(=O)(=O)c2ccc(Cl)s2)CC1	-18%	-15%	?

(cont.)
SMILES	TDP1 cell CPT	KAT2A inh	TDP1 cell noCPT
CNC(=O)COc1coc(CN2CCN(c3ccccc3F)CC2)cc1=O	3%	?	29%
Cc1nn(C)c(C(=O)NC2C3CC4CC(C3)CC2C4)c1Cl (centres undefined)	-19%	-3%	?
O=C(CSc1ccc2nnc(-c3ccccn3)n2n1)Nc1cccc(F)c1	3%	-13%	-18%
COc1ccc(NC(=O)C2CC(=O)N(CCc3ccc(F)cc3)C2)c(OC)c1 (centres undefined)	9%	2%	-16%
O=C(c1c(F)cccc1Cl)N1CCN(c2ccccn2)CC1	-13%	-4%	-13%
COC(=O)c1nn2c(C(F)(F)F)cc(-c3ccc(Br)o3)nc2c1Br	?	-4%	-12%
COc1ccc(C(C#N)N2CCOCC2)cc1 (centres undefined)	-17%	-3%	-4%
CCCNc1cc(C)oc(=O)c1C(=O)CC	-18%	1%	15%
CCOC(=O)c1[nH]c2ccccc2c1N=CN(C)C	1%	nt	2%
CCOc1ccc(/C=N/NC(=O)c2nnn(-c3nonc3N)c2CN(C)C2CCCCC2)cc1	-21%	-23%	1%
COc1ccccc1-c1cc(C(=O)Nc2cc(C)on2)no1	-7%	-9%	-17%
COc1ccc(C(C#N)C2(C)OCCO2)cc1OC (centres undefined)	-16%	7%	-6%
Cn1c(OCc2ccco2)nc2c1c(=O)n(Cc1ccc(Cl)c(Cl)c1)c(=O)n2C	?	-3%	?
CCn1c2ccccc2c2nc3cc(OC)c(OC)cc3nc21	13µM*	-19%	13µM*
Cc1noc(C)c1C(=O)NC(Cc1c[nH]c2ccccc12)C(=O)O (centres undefined)	-20%	-5%	-1%
Cc1ccc2c(c1)N(C(=O)N1CCC(C(=O)NC3CCCCCC3)CC1)CC(C)O2 (centres undefined)	?	-7%	?
S=c1nc(-c2cc(Cl)cc(Cl)c2)[nH][nH]1	-17%	-30%	-9%
O=C(N/N=C/c1ccccc1OC(F)F)NC1CCCCC1	4%	2%	-29%
O=C1C(Cl)=C(Nc2ccccc2O)C(=O)N1c1ccccc1	?	-12%	?
Cc1ccccc1C(=O)NC(C)c1ccc2c(c1)CCCC2 (centres undefined)	?	-7%	?
Cc1cccc(NS(=O)(=O)c2cc(C(=O)OC(C)C(=O)NCc3ccc4c(c3)OCO4)ccc2C)c1 (centres undefined)	18µM*	-4%	16µM*
COc1ccc2oc(C(=O)N(C)CCOc3ccccc3)c(C)c2c1	2%	-1%	-16%
COc1ccc(S(=O)(=O)NCC(c2ccco2)N2CCN(c3ccccc3F)CC2)cc1OC (centres undefined)	?	0%	?
Cc1ccc(CNC(=O)CNS(=O)(=O)c2ccc3c(c2)C(C)(C)C(=O)N3C)cc1	17%	20%	6%
CCOc1ccc2c(=O)c(Oc3ccccc3)c(C)oc2c1	?	-4%	21µM*
CCOc1ccc(C(C(=O)NCCOC)N(CCOC)C(=O)CCC(=O)Nc2ccccn2)cc1 (centres undefined)	-15%	1%	-23%
Cc1ccc(S(=O)(=O)NNC(=O)c2cc(C)c(C)cc2N)cc1	-21%	nt	-17%
CCOC(=O)N1CCC(NC(=O)c2ccc3c(c2)N=C(C)c2c(C)ccc(C)c2S3)CC1	2.1µM*	-12%	1.2µM*
O=C(CCN1C(=O)C2C3C=CC(C3)C2C1=O)N1CCN(c2ccccc2Cl)CC1 (centres undefined)	-25%	-14%	-21%
O=C(O)c1ccc(Cl)c(N2C(=O)Nc3ccccc3N2O)c1	1%	-4%	6%
COc1ccc(NC(=O)CSc2nc3ccccc3c(=O)n2CCCO)cn1	-10%	-3%	-9%
CCOc1ccc2nc(CN3CCN(Cc4ccsc4)C(CCO)C3)ccc2c1 (centres undefined)	?	-6%	18µM*
O=C(Nc1ccc(O)cc1)c1c(O)c2c([nH]c1=O)CCCC2	-1%	2%	-30%
N#Cc1ccc(C(=O)N2CCC3CC2c2cc(-c4ccccc4)ccc23)cc1 (centres undefined)	?	nt	?
CC1=C(C(N)=O)N2C(=O)[C@@H](NC(=O)Cc3ccccc3)C2SC1 (some centres undefined)	14%[9.04 µM]	nt	7%[9.04 µM]
CCOc1ccc(NC(=O)C(=O)NCc2ccco2)cc1	1%	14%	-2%
COc1ccc(OCC(=O)N/N=C\c2ccco2)cc1	-10%	-6%	-13%
Clc1ccc(CCNc2nc3ccccc3s2)cc1	-29%	-7%	?
CC1(C(=O)NS(=O)(=O)c2cccc(OC(F)F)c2)CCN1C(=O)C1CCCCC1 (centres undefined)	-6%	nt	4%
O=C(C1CCC1)N1CCc2cc(S(=O)(=O)NCc3ccc(F)cc3)ccc21	?	-5%	-26%
CC1=C(C(N)=O)C(c2cccc(OCc3ccccc3)c2)n2nnnc2N1 (centres undefined)	-10%	-2%	-8%
COc1ccc(CN2CCNC(=O)C2CC(=O)NC2CCC2)c(OC)c1 (centres undefined)	-22%	-11%	-10%
COc1ccc(-c2onc3ccc(C(C)=O)cc23)cc1	-25%	-16%	-14%
Cc1cccc(Nc2nccc(N(C)C)c2C#N)c1	3%	0%	-5%
Cc1cccc(-n2ncc3c(N)ncnc32)c1	7%	-3%	-29%
CCOc1ccc(CCNC(=O)CCc2nc(-c3ccc(OC)cc3)no2)cc1OCC	-17%	-2%	-24%
O=C(c1sc2ccccc2c1Cl)N(Cc1ccccc1Cl)C1CCS(=O)(=O)C1 (centres undefined)	?	-3%	?
COc1ccc(-c2cc(C(=O)OCC(=O)N3CCOCC3)c3ccccc3n2)cc1	-15%	-18%	?
CC(=O)Nc1ccc(S(=O)(=O)Nc2ccc(N3CCCCC3)cc2)cc1	4.6µM*	1%	2.9µM*
CCCc1nc(C(C)(C)O)c(C(=O)OCc2oc(=O)oc2C)n1Cc1ccc(-c2ccccc2-c2nn[nH]n2)cc1	-29%	2%	?
Cc1ccccc1S(=O)(=O)Cc1ccc(C(=O)NCCc2ccccc2)o1	-22%&-26%	-6%&-4%	?
COC(=O)c1cc(C#N)c(OC)nc1C	2%	-2%	0%
COc1ccc(-n2c(=O)c(C)nc3cnc(N(C)C)nc32)cc1	-16%	-26%	-30%

Some of the compounds tested; the hit share may differ from the screen's.
